# High-throughput results: PubChem BioAssay, ICCB-Longwood Screening Facility, Harvard Medical School
# PV pol inh – inhibitors of poliovirus RNA polymerase binding and polymerization; P03300; poliovirus polymerase elongation, fluorescence polarization; active compounds read low; % elongation, % (compound at 16.7 µg/mL); 0.66% of 150,000 active; AID 588519; in the data active means % elongation below about 90%; further: some results filed as inactive read as strong as hits
# Target sequence (P03300 1749-2209 limits assumed): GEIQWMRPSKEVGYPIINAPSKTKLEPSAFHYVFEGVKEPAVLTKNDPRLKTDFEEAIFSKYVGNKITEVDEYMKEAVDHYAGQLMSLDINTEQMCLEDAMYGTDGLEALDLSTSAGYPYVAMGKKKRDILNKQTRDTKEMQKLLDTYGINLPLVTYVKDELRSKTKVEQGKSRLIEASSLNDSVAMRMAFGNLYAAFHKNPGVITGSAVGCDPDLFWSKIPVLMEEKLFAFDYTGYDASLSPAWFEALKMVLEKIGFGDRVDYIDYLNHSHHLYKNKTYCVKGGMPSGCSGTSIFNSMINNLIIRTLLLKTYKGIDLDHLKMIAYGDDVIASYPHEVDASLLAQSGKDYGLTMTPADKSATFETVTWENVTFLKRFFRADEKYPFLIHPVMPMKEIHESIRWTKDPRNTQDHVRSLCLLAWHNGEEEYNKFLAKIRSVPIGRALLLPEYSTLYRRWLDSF
# PV pol inh FP z-score – second read-out of PV pol inh, no call of its own (marks repeat the call); z-score; measured here: FP z-score; hits read low
# Active calls of the source: *; & = joins results of further samples; ! = a repeat was not active. Some of the compounds tested; the hit share may differ from the screen's.
Compound,PV pol inh,PV pol inh FP z-score
CC(=O)Nc1ccc(S(=O)(=O)N(C)CC(=O)NC2CCCc3ccccc32)cc1 (configuration not stated),101,-0.5
CC(Oc1ccc(/C=C2/SC(=O)N(C)C2=O)cc1)C(=O)O (configuration not stated),102,0.6
CCc1ccc(NS(=O)(=O)c2ccc3[nH]cc(C(=O)NCCc4ccccc4)c(=O)c3c2)cc1,108,-0.4
O=C(c1ccccc1)c1ccccc1C(=O)N1CCN(C2CCS(=O)(=O)C2)CC1 (configuration not stated),102,-0.2
Cc1ccccc1NC(=O)NC1(C(=O)N2CCC(C(N)=O)CC2)CCCCC1,105,0.9
CCN(C(=O)CSc1nc(-c2ccccc2)no1)c1ccccc1,114,1.5
NC(=O)c1ccccc1NC(=O)COc1ccc2oc3c(c2c1)CCCC3,104,1
CCOC(=O)c1cc(CC)sc1/N=C/C1C(=O)c2ccccc2C1=O,101,-0.1
Nc1scc[n+]1CC(=O)c1ccc(Cl)c(Cl)c1,103,0.3
O=C(CSc1nnnn1Cc1ccccc1)Nc1ccccc1,100,-0.3
CC(C)(C)N(Cc1ccccc1)C(=O)c1cccs1,104,0
COc1cc(OC)cc(C(=O)Nc2ccc(S(=O)(=O)Nc3ncccn3)cc2)c1,100,-1.1

# Compounds from the list above that contain a thiophene ring, fused or not, in the order listed:
Compound,PV pol inh,PV pol inh FP z-score
CCOC(=O)c1cc(CC)sc1/N=C/C1C(=O)c2ccccc2C1=O,101,-0.1
CC(C)(C)N(Cc1ccccc1)C(=O)c1cccs1,104,0

# Next section
Compound,PV pol inh,PV pol inh FP z-score
CC1CN(c2nnc(-c3cccs3)c3ccccc23)CC(C)O1 (configuration not stated),105,0.3
COc1ccc(S(=O)(=O)N2Cc3ccccc3CC2C(=O)Nc2ccc(C)cc2)cc1OC (configuration not stated),104,-0.1
CCC1(CC)N([O-])C(C)=C(c2ccccc2)[N+]1=O,104,0.2
Cc1cc(-c2nc3ccccc3s2)ccc1NC(=O)c1cc(Cl)ccc1Cl,101,-0.7
CCN(Cc1ccncc1)C(=O)CSc1ccc2ccccc2c1,104,0.8
N#Cc1ccc(N2CCOCC2)cc1C#N,104,0.5
CCOC(=O)CC(NC(=O)c1cc2c(=O)n3cccc(C)c3nc2s1)c1ccc(OCC(C)C)c(OC)c1 (configuration not stated),103,-0.4
CCOC(=O)Cn1ccc2nc(SC)ncc2c1=O,99,-0.7
COCc1cc(C)nc(SCC(=O)NC2CCCCC2C)c1C#N (configuration not stated),101,0.2
CCOc1ccc(NC(=O)CN(C)Cc2cc(=O)n3c(-c4ccccc4)csc3n2)cc1OCC,114,2.3
CCOc1ccc(NC(=O)CSc2nnc(-c3ccncc3)n2-c2ccccc2)cc1,101,-0.4
CCCc1nnc(NC(=O)Cc2coc3cc(C)cc(C)c23)s1,122,0.5

# Whole records from above:
# CCN(Cc1ccncc1)C(=O)CSc1ccc2ccccc2c1 in the list: PV pol inh = 104; PV pol inh FP z-score = 0.8
# CC1CN(c2nnc(-c3cccs3)c3ccccc23)CC(C)O1 (configuration not stated) in the list: PV pol inh = 105; PV pol inh FP z-score = 0.3

# (listing goes on)
Compound,PV pol inh,PV pol inh FP z-score
Cc1ccccc1C(=O)OCc1cc(=O)n2c(C)csc2n1,104,-0.5
Cc1cc(C)c(S(=O)(=O)NC(C)C2C3CC4CC(C3)CC2C4)c(C)c1 (configuration not stated),102,0
CCc1nnc(SCC(=O)Nc2cc(Cl)c(OC)cc2OC)c2cc3oc(C)cc3n12,112,1
Cc1ccc(C)c(S(=O)(=O)N(C)Cc2cccs2)c1,99,-0.4
COc1ccc(-c2noc(-c3cccc(OC)c3OC)n2)cc1,106,0.4
COc1cc(Cl)c(C)cc1NC(=O)CNC(=O)C1CCCCC1,104,0.2
Oc1ccc2ncccc2c1C(Nc1ccccn1)c1ccco1 (configuration not stated),101,-0.1
CNC(=O)NC(=O)c1cnccc1C(F)(F)F,101,-0.5
O=C(Sc1nc2ccccc2o1)c1ccccc1,100,0
O=C1c2ccccc2C(=O)N1CCCN1CCN(Cc2c(F)cccc2Cl)CC1,101,-0.7
O=S(=O)(Nc1ccccc1NC1CCN(Cc2ccccc2)CC1)c1ccc(F)cc1,106,0.7
COC(=O)c1ccc(-c2ccco2)n1Cc1nc(-c2ccccc2F)oc1C,102,-0.4
CC(C)COC(=O)CNc1n[nH]c(=S)[nH]c1=O,97,-1.8
O=C(O)c1ccccc1C(O)c1ccccc1 (configuration not stated),102,-0.1
O=C1C2C3CC4C5C3C1C5C1(OCCO1)C42 (configuration not stated),102,0.2
CN(C)c1ccc(C2N(Cc3ccccc3)CCC3CCCCN32)cc1 (configuration not stated),104,-0.1
CCN1CCCC1CNC(=O)c1sc2nc3n(c(=O)c2c1C)CCCCC3 (configuration not stated),101,-0.4
COc1ccc(C2=C(C)C(N3CCC(C(=O)NCc4ccc(C)o4)CC3)=NS2(=O)=O)cc1,110,0.4
O=C(Cn1cc(SCc2ccc(Cl)cc2)c2ccccc21)N1CCCC1,111,-0.4
c1cc(C2CCNCC2)ccn1,103,0.3
Cc1oc2ccc(O)c(CN3CCOCC3)c2c1C(=O)Nc1cccc(C(F)(F)F)c1,99,-2
CCOC(=O)N1CCC(NC(=O)c2cc(C(=O)NCc3cccc(Cl)c3)ccc2CO)CC1,101,0.4
CCOC(=O)c1ccc(NC(=O)CSc2ncc(S(=O)(=O)c3ccc(C)c(Cl)c3)c(=O)[nH]2)cc1,100,-1.6
CCCCP(=O)(c1ccccn1)c1ccccn1,97,-0.3

# Reformatted with each value named: entries from further up
> CCCCP(=O)(c1ccccn1)c1ccccn1
  PV pol inh: 97
  PV pol inh FP z-score: -0.3

> c1cc(C2CCNCC2)ccn1
  PV pol inh: 103
  PV pol inh FP z-score: 0.3

> Cc1oc2ccc(O)c(CN3CCOCC3)c2c1C(=O)Nc1cccc(C(F)(F)F)c1
  PV pol inh: 99
  PV pol inh FP z-score: -2

> O=C(Cn1cc(SCc2ccc(Cl)cc2)c2ccccc21)N1CCCC1
  PV pol inh: 111
  PV pol inh FP z-score: -0.4

# Next section.
Compound,PV pol inh,PV pol inh FP z-score
Cc1cccc(-c2n[nH]n3c2nc(=O)c2ccccc23)c1,103,0.4
CCOC(=O)c1sc(/N=C/c2cccc(Br)c2)cc1C,102,0.1
CC(C)(CNS(=O)(=O)c1ccc(Cl)cc1)N1CCCCC1,103,0.6
O=C(NCC(c1ccco1)N1CCCC1)c1ccc(-n2cccn2)cc1 (configuration not stated),105,0.4
COc1ccc(C)cc1S(=O)(=O)NCC(c1cccs1)S(=O)(=O)c1ccc(C)cc1 (configuration not stated),104,-0.4
Cc1ccc(OCC(=O)NS(=O)(=O)c2ccccc2)cc1,99,-0.2
CNc1c(C(=O)c2ccc(OC)c(OC)c2)sc(N)c1C#N,99,-1.2
COc1ccc(NC(=O)c2sc(=S)n3c2[nH]c(=O)c2ccccc23)cc1,102,0.5
Cc1cccc(NC(=O)c2ccc(S(=O)(=O)N3CCCCC3)cc2)n1,102,-0.1
COCCOC(=O)C1=C(C)OC(N)=C(C#N)C1c1cc2cc3c(cc2nc1Cl)OCO3 (configuration not stated),101,-0.2
CCCCC/C=C\C/C=C\C/C=C\C=C\C(=O)CCCC(=O)O,102&101,0.4&0.4
O=C1Nc2ccccc2S/C1=C\C(=O)N1CCN(c2ccc(F)cc2)CC1,100,-0.2
Cn1c(N)c(C(=S)NC(=O)c2cccs2)c(=O)n(C)c1=O,101,-0.3
CN(C)c1ccc(O)c2c1C[C@H]1C[C@H]3[C@H](N(C)C)C(=O)C(C(N)=O)=C(O)[C@@]3(O)C(=O)C1=C2O,103,1
Cc1c(C#N)c(N)n(Cc2ccco2)c1C,107,0.6
Cc1ccc(-c2cc(C(=O)NC(C)(C)CO)no2)cc1,100,-0.2
Cc1ccc(S(=O)(=O)c2nnn3c2nc(N2CCCCC2)c2sccc23)cc1,102,-0.5
CNC(=O)c1c(C)nc(SCC(=O)OCC(=O)Nc2ccc(C)c(C)c2)c(C#N)c1-c1ccco1,103,0.3
COC(=O)/C(=C(/O)CSc1nnc(C2CC2)n1C)c1nc2ccccc2[nH]1,101,-0.4
CCCc1noc(-c2ccc(NCc3ccccc3OC)c([N+](=O)[O-])c2)n1,114,1.3
COC(=O)c1cnn(C(=O)Nc2ccccc2)c1C(OC)OC,101,-0.6
CCCSc1nsc(NC(=O)CC)n1,101,0
Cc1ccc2c(c1)c1c3n2C=CNC3CCC1 (configuration not stated),60,-8.5
COc1ccc(Cl)cc1N1C(=O)CC(N2CC(C)OC(C)C2)C1=O (configuration not stated),105,0.4
CCn1c(=N)c(C#N)cc2c(=O)n3cc(C)ccc3nc21,103,0.3
CCc1ccccc1Nc1nc(N)nc(CN(C)Cc2cccs2)n1,105,0.4
O=C(CSc1nnc(Cn2nnc3ccccc32)o1)N(Cc1ccc(Cl)cc1)c1ccccc1,102,0.1
COc1cc(NC(C)CCCN)c2ncccc2c1 (configuration not stated),58*!,-4.2*!
NC(=O)c1c(NC(=O)CSc2nc3ccccc3s2)sc2c1CCC2,119,2.4
O=S(=O)(Cc1ccccc1)N1CCC(Oc2cccc(C(F)(F)F)c2)CC1,102,0.3
CCC(=O)N1CCN(c2ccc(NC(=O)COc3ccccc3)cc2)CC1,104,0.6
O=C(COC(=O)/C=C/c1cccs1)Nc1ncc(Br)s1,104,0.3
CCOC(=O)c1c(NC(=O)c2cc(-c3ccc(Br)cc3)on2)sc(C(C)=O)c1C,102,-0.2
O=C(Nc1nnc(C2CCCC2)s1)C1CC1,101,0
CC/C(=C\c1sc2ccc(OC)cc2[n+]1CC)SCC(=O)O,104,0.5
O=C1NC(=S)NC(=O)C1=Cc1ccncc1,100,0
NCC1(c2ccccc2)CCCC1,100,0
CC(C)c1ccc(NC(=O)C2CCN(S(=O)(=O)c3ccc4c(c3)CCC(=O)N4)CC2)cc1,103,0.5
CCOC(=O)Cn1c(=O)n(CC2CCCO2)c2nc(-c3ccc(C)cc3)nc(C(N)=O)c21 (configuration not stated),115,1.9
CC(C)(N)COc1nonc1-c1ccccc1,105,0.7
Cc1cccc(Cn2c(CN3CCCC(C)C3)nc3c2c(=O)n(C)c(=O)n3C)c1 (configuration not stated),106,0.4
CCOc1ccc(OCc2cccc(C(=O)N3CCCC3)c2)cc1,103,0.7
COc1ccc(Cl)cc1N(C)C(=O)Cc1noc2ccc(C)cc12,110,0.7
COCC(C)NC(=O)c1ccc(OC)cc1OC (configuration not stated),101,0.1
COc1ccc(C2=CC(c3ccccc3)c3ccccc3O2)cc1OC (configuration not stated),103,0.5
O=C(Cc1cccs1)Nc1c2c(nn1-c1ccccc1)CSC2,101,0.1
CCc1ccc(NC(=O)/C(C#N)=C/c2cc(C#N)n(C)c2C)cc1,109,1.2
CCc1ccc(C(=O)CC2(O)C(=O)N(CCc3ccccc3)c3ccc(Br)cc32)cc1 (configuration not stated),108,1
CCOC(=O)C1C2C=CC3(CN(C(C)C)C(=O)C13)O2 (configuration not stated),103,0.4
CCOc1ccc(OCC)c(NC(=O)C2CCN(S(=O)(=O)c3ccc(Br)s3)CC2)c1,109,0.1
O=C(CSC1=Nc2ccccc2N=C(c2ccc(F)cc2)C1)NCc1ccccc1Cl,107,0
Cc1ccc(NC(=O)Nc2cccs2)cc1,105,0.9
CSc1ccc(CN(CCO)Cc2ccccc2)cc1,100,-0.4
Cc1c(C)c2c(c(C)c1O)CC[C@](C)(CCC[C@@H](C)CCC[C@@H](C)CCCC(C)C)O2,100,0.1
CCOC(=O)/C=C/c1ccc(N)cc1,105,0.7
CCc1ccccc1NC(=O)c1ccc2c(c1)nnn2C1CCCC1,102,-0.9
CC(C)(C)c1cc(CC(=O)O)cc(C(C)(C)C)c1O,99,-0.2
C=CCn1c(SCC(=O)/C(C#N)=C(\C)N)nnc1-c1ccoc1C,100,-0.4
NNC(=O)c1ccc2c(=O)n3c(nc2c1)CCCCC3,103,0.1
FC(F)(F)c1nnc(Nc2cccnc2)s1,101,-0.4

# (further entries)
Compound,PV pol inh,PV pol inh FP z-score
Cc1cc(C(=O)OCC(=O)N(c2ccccc2)c2ccccc2)c2ccccc2n1,105,0.3
N#Cc1cccc(C(F)(F)F)c1,98,-0.7
Cc1nc(C)c(C(=O)O)c(-c2ccc(Cl)cc2)c1C(=O)O,99,-1.3
Cc1ccc(Cc2nc(-c3ccc(Cl)cc3)cs2)cc1,99,-0.8
C=CCN(c1ccccc1)S(=O)(=O)c1ccc2c(c1)SC(C)C(=O)N2 (configuration not stated),101,-0.2
Cc1ccccc1NC(=O)CCC(=O)OC1CCC(C(C)(C)C)CC1 (configuration not stated),107,0.4
CCOC(=O)c1c(N)c(C#N)n2c1CCC2,100,-0.4
Cc1cccc(Cn2c(-c3cccc(Br)c3)nc3ccccc32)c1,105,-0.1
CC(=O)c1cccc(Nc2c3c(nc4nc(-c5cccs5)nn24)CCCC3)c1,108,0.2
CN(Cc1ccccc1)C(=O)c1cccc(C(=O)N(C)Cc2ccccc2)c1,106,0.3
O=C(c1c[nH]c2ccccc12)C(F)(F)F,99,-0.2
Cc1cc2[nH]c(=O)c(=O)[nH]c2cc1S(=O)(=O)NC1CCCC1,105,0.5
CCOC(=O)c1cc(-c2cc3ccccc3o2)nn1CCC#N,112,0.7
S=c1[nH]ccn1CCc1ccccc1,103,0.1
COc1ccc(-c2nc3nc(C)cc(N4CCN(c5cccc(C(F)(F)F)c5)CC4)n3n2)cc1,106,0.1
Cn1c(C(C(=O)NCC2CCCO2)N(C(=O)Cn2nnc3ccccc32)c2ccc3c(c2)OCO3)nc2ccccc21 (configuration not stated),103,0.5
Fc1ccc(-n2ncc3c(N4CCc5ccccc54)ncnc32)cc1,99,-0.6
